Screening data deposited in PubChem by National Center for Advancing Translational Sciences (NCATS).
SNCA expr inh: SNCA gene expression inhibition; HEK-293 SNCA-luciferase knock-in, luminescence, 24 h; actives 0.17% (n = 140,000); AID 1671194; Potency, µM (series often up to 57.2 µM), for inactives: at the highest dose activity change, negative = inhibition, most hits filed as inhibitors;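 further: plate controls were DMSO cells for no effect and cell-free wells for full effect; nearly all actives have a fitted effect of over 45% in size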
SNCA viab count: counter-screen for SNCA expression inhibitors: cell viability | HEK-293-SNCA-luc viability, GF-AFC fluorescence, 24 h | Potency, µM (top dose mostly 57.1 µM), without a hit: top-dose activity change, negative = cytotoxicity, usual class: cytotoxic | actives 0.12% (n = 150,000) | AID 1671193;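 further: 0% = DMSO-treated cells and -100% = medium-only wells without cells; nearly all actives have a fitted effect of over 30% in size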
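Cytotoxicity counterscreen: after 24 h compound treatment of genome-edited SNCA-luciferase HEK-293 cells, live-cell protease substrate GF-AFC read by fluorescence after 30 min; activity scaled between DMSO (0%) and medium-only (-100%), curves Hill-fitted.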
Active calls of the source: *; [ ] = remark or other dose. The call rests on the fitted dose curve; in most records, active means well fitted curve in the direction sought with a large enough effect; inconclusive means small, poorly fitted or top-dose-only effect, or another doubt; inactive means no such curve, though single readings can be large; an effect the other way counts as inactive or inconclusive. Potency means the concentration at half of the fitted maximal effect. These rows are one share of the data, so the mix of outcomes need not match the whole.

For FC(F)(F)c1ccccc1-c1nc(-n2ccnc2)c2ccccc2n1 the results were SNCA expr inh 20% and SNCA viab count -6%.
For Cc1nc2cnc(N3CCOCC3)nc2n(CCC#N)c1=O the results were SNCA expr inh 25% and SNCA viab count -22%.
Screening c1csc(CNc2ncncc2-c2ccc3c(c2)OCO3)c1 returned SNCA expr inh -13% and SNCA viab count 5%.
Screening Cc1cnc(CNc2ncnc3ccc(-c4ccoc4)cc23)cn1 returned SNCA expr inh 0% and SNCA viab count 6%.
`CN1CCN(c2ccnc(-c3ccccc3C(F)(F)F)n2)CC1` gave SNCA expr inh -9% and SNCA viab count 7%.
For COCCn1c(=O)c(-c2cc(F)cc(F)c2)nc2cnc(OCc3ccccc3)nc21 the results were SNCA expr inh inconclusive and SNCA viab count -9%.
CN(C)c1ncnc2ccc(-c3cccnc3)cc12 was read as SNCA expr inh 48%[activator] and SNCA viab count -9%.
`CN(Cc1ccco1)c1ncnc2ccc(-c3cccnc3)cc12` gave SNCA expr inh 36%[activator] and SNCA viab count 7%.
For O=C(c1cccc(F)c1)N1CCC2(CC1)CCN(C(c1ccccc1)c1ccccc1)CC2 the results were SNCA expr inh -4% and SNCA viab count -13%.
O=C(c1ccncc1)N1CCC2(CC1)CCN(c1ccccn1)CC2 was read as SNCA expr inh -23% and SNCA viab count -16%.
Screening COc1ccc(-c2nc3cnc(N4CCOCC4)nc3n(Cc3cccc(OC)c3)c2=O)cc1 returned SNCA expr inh -16% and SNCA viab count inconclusive.
Screening COc1ccc(NC(=O)N2CCCC3(CCN(S(=O)(=O)c4ccccc4)CC3)C2)cc1 returned SNCA expr inh 14% and SNCA viab count inconclusive.
For CCNc1ncc2nc(-c3cn(C)c4ccccc34)c(=O)n(C[C@H]3CCCO3)c2n1 the results were SNCA expr inh 4% and SNCA viab count inconclusive.
`N#CCCn1c(=O)c(-c2ccc(Cl)cc2)nc2cnc(Nc3ccccc3)nc21` gave SNCA expr inh inconclusive and SNCA viab count -6%.
O=C(c1cnccn1)N1CCC[C@@]2(CCN(c3ccncc3)C2)C1 was read as SNCA expr inh 3% and SNCA viab count 3%.
O=C(c1cccc(F)c1)N1CCC2(CC1)CN(c1ccccc1)C2 was read as SNCA expr inh -6% and SNCA viab count 1%.
Screening COc1ccc(Oc2ncc3nc(C)c(=O)n(CCc4ccccc4)c3n2)cc1 returned SNCA expr inh 9% and SNCA viab count -17%.
O=c1c(-c2cc(F)cc(F)c2)nc2cncnc2n1Cc1ccccc1Cl was read as SNCA expr inh -8% and SNCA viab count inconclusive.
`COCCn1c(=O)c(-c2ccc(F)cc2)nc2cncnc21` gave SNCA expr inh 18% and SNCA viab count 5%.
Screening O=C(c1cnccn1)N1CCC2(CC1)CN(c1ccncc1)C2 returned SNCA expr inh 16% and SNCA viab count -5%.
Screening CS(=O)(=O)Nc1cccc(-c2cncnc2-n2ccnc2)c1 returned SNCA expr inh 2% and SNCA viab count 3%.
O=C(c1cnccn1)N1CCC2(CC1)CCN(c1ccccc1)CC2 was read as SNCA expr inh -7% and SNCA viab count -6%.
Screening O=C(c1cnccn1)N1CCC[C@@]2(CCN(C(c3ccccc3)c3ccccc3)C2)C1 returned SNCA expr inh -16% and SNCA viab count -8%.
For CC(C)NC(=O)N1CCC2(CC1)CCN(C(=O)c1cccn1C)CC2 the results were SNCA expr inh 1% and SNCA viab count -9%.
`N#Cc1ccc(CN2CCCC3(CCN(C(=O)c4cccc(F)c4)CC3)C2)cc1` gave SNCA expr inh -20% and SNCA viab count -5%.
Screening COc1ccc(-c2nc3cnc(N4CCNCC4)nc3n(CCC#N)c2=O)cc1 returned SNCA expr inh 24% and SNCA viab count inconclusive.
CN(C)c1ccc(-c2nc(NCCc3cnc[nH]3)c3ccccc3n2)cc1 was read as SNCA expr inh inconclusive and SNCA viab count -3%.
c1ccc2c(Nc3ccncc3)nc(-c3ccc4c(c3)OCO4)nc2c1 was read as SNCA expr inh 38%[activator] and SNCA viab count inconclusive.
COc1ncc2ncc(=O)n(C)c2n1 was read as SNCA expr inh -7% and SNCA viab count 7%.
Screening COc1ccccc1CN1CC2(CCN(S(=O)(=O)c3ccccc3)CC2)C1 returned SNCA expr inh 7% and SNCA viab count -24%.
`COc1ccc(NC(=O)N2CC[C@@]3(CCCN(C(=O)c4ccncc4)C3)C2)cc1` gave SNCA expr inh -8% and SNCA viab count 5%.
COc1ccc2[nH]cc(CCNc3ccnc(-c4ccc(N(C)C)cc4)n3)c2c1 was read as SNCA expr inh 11% and SNCA viab count inconclusive.
Screening O=c1c(-c2cccs2)nc2cnc(N3CCOCC3)nc2n1-c1ccccc1 returned SNCA expr inh -5% and SNCA viab count inconclusive.
Screening FC(F)(F)c1ccccc1-c1nc(Nc2ccncc2)c2ccccc2n1 returned SNCA expr inh 13% and SNCA viab count inconclusive.
O=C(c1ccco1)N1CCC[C@@]2(CCN(c3ccccn3)C2)C1 was read as SNCA expr inh -4% and SNCA viab count -9%.
For Cn1cc(-c2nc3cnc(N4CCOCC4)nc3n(C3CC3)c2=O)c2ccccc21 the results were SNCA expr inh 0% and SNCA viab count inconclusive.
Screening COCCn1c(=O)c(-c2cc(F)cc(F)c2)nc2cnc(N3CCOCC3)nc21 returned SNCA expr inh -13% and SNCA viab count inconclusive.
`O=c1cnc2cnc(Oc3ccccc3)nc2n1CCc1ccccc1` gave SNCA expr inh -26% and SNCA viab count -16%.
`CCNc1ncc2nc(-c3ccc(Cl)cc3)c(=O)n(Cc3cccs3)c2n1` gave SNCA expr inh -4% and SNCA viab count inconclusive.
For Cc1noc(C)c1C(=O)N1CCC2(CCCN(c3ccccc3)C2)CC1 the results were SNCA expr inh 10% and SNCA viab count -2%.
Screening CN(Cc1ccco1)c1ccnc(-c2cccc(NS(C)(=O)=O)c2)n1 returned SNCA expr inh 49%[activator] and SNCA viab count 3%.
`COCCn1c(=O)cnc2cnc(Oc3ccccc3)nc21` gave SNCA expr inh 9% and SNCA viab count -1%.
`CC(=O)N1CCC[C@@]2(CCN(Cc3nccs3)C2)C1` gave SNCA expr inh 22% and SNCA viab count 4%.
For O=c1c(-c2ccccc2)nc2cncnc2n1-c1ccccc1 the results were SNCA expr inh inconclusive and SNCA viab count -8%.
For CS(=O)(=O)N1CCC2(CC1)CN(C(=O)Nc1cccc(C#N)c1)C2 the results were SNCA expr inh 17% and SNCA viab count -14%.
Screening CN(C)C(=O)c1ccc(-c2cncnc2NCCc2cnc[nH]2)cc1 returned SNCA expr inh 9% and SNCA viab count -25%.
Screening CN(C)c1ncc2nc(-c3cccc(C#N)c3)c(=O)n(CCC#N)c2n1 returned SNCA expr inh -13% and SNCA viab count 3%.
Screening Cc1cnc(CNc2ccnc(-c3cccc(NS(C)(=O)=O)c3)n2)cn1 returned SNCA expr inh -9% and SNCA viab count 5%.
COc1cccc(-c2ccc3ncnc(N4CCNCC4)c3c2)c1 was read as SNCA expr inh -4% and SNCA viab count -10%.
For O=C(c1cnccn1)N1CCC2(CC1)CN(Cc1cc(C(F)(F)F)cc(C(F)(F)F)c1)C2 the results were SNCA expr inh -15% and SNCA viab count -15%.
Screening COC(=O)N1CCC2(CC1)CN(C(c1ccccc1)c1ccccc1)C2 returned SNCA expr inh 5% and SNCA viab count 2%.
For Cc1nc2cnc(N3CCNCC3)nc2n(CCc2ccccc2)c1=O the results were SNCA expr inh -25% and SNCA viab count -11%.
For Cc1noc(C)c1C(=O)N1CCC2(CCN(Cc3ccncc3)CC2)CC1 the results were SNCA expr inh 0% and SNCA viab count 1%.
Screening COCCn1c(=O)c(-c2ccc(Cl)cc2)nc2cnc(OCc3ccccc3)nc21 returned SNCA expr inh inconclusive and SNCA viab count -6%.
COc1ccc(Oc2ncc3ncc(=O)n(C)c3n2)cc1 was read as SNCA expr inh 81%[activator] and SNCA viab count -13%.
`O=C(c1cc(C(F)(F)F)cc(C(F)(F)F)c1)N1CCC2(CCCN(Cc3ccncc3)C2)CC1` gave SNCA expr inh -19% and SNCA viab count -4%.
O=C(c1ccco1)N1CCC2(CCCN(Cc3ccncc3)C2)CC1 was read as SNCA expr inh 9% and SNCA viab count 4%.
Screening COc1ccc(-n2c(=O)c(-c3cccc(Cl)c3)nc3cncnc32)cc1 returned SNCA expr inh -16% and SNCA viab count -10%.
`O=c1c(-c2cccs2)nc2cnc(Oc3cccc(Cl)c3)nc2n1C[C@H]1CCCO1` gave SNCA expr inh 5% and SNCA viab count inconclusive.
COCCn1c(=O)c(-c2cccs2)nc2cnc(OCc3ccccc3)nc21 was read as SNCA expr inh -21% and SNCA viab count inconclusive.

Random excerpt: 5 entries already listed, in no set order.
Screening COCCn1c(=O)c(-c2ccc(Cl)cc2)nc2cnc(OCc3ccccc3)nc21 returned SNCA expr inh inconclusive and SNCA viab count -6%.
`O=C(c1cc(C(F)(F)F)cc(C(F)(F)F)c1)N1CCC2(CCCN(Cc3ccncc3)C2)CC1` gave SNCA expr inh -19% and SNCA viab count -4%.
Screening CN(C)C(=O)c1ccc(-c2cncnc2NCCc2cnc[nH]2)cc1 returned SNCA expr inh 9% and SNCA viab count -25%.
For Cc1noc(C)c1C(=O)N1CCC2(CCN(Cc3ccncc3)CC2)CC1 the results were SNCA expr inh 0% and SNCA viab count 1%.
For Cc1nc2cnc(N3CCNCC3)nc2n(CCc2ccccc2)c1=O the results were SNCA expr inh -25% and SNCA viab count -11%.

2 successive records out of the list so far, for reference:
Screening COC(=O)N1CCC2(CC1)CN(C(c1ccccc1)c1ccccc1)C2 returned SNCA expr inh 5% and SNCA viab count 2%.
For Cc1nc2cnc(N3CCNCC3)nc2n(CCc2ccccc2)c1=O the results were SNCA expr inh -25% and SNCA viab count -11%.

Later entries:
Screening COc1ccccc1-c1ccc2ncnc(N3CCNCC3)c2c1 returned SNCA expr inh 32%[activator] and SNCA viab count 0%.
For CS(=O)(=O)Nc1cccc(-c2nc(NCc3cccnc3)c3ccccc3n2)c1 the results were SNCA expr inh 27% and SNCA viab count -3%.
Screening c1ccc(-c2ccc(N3CC[C@@]4(CCCNC4)C3)cc2)cc1 returned SNCA expr inh 32%[activator] and SNCA viab count -3%.
`O=c1c(-c2ccc(Cl)cc2)nc2cncnc2n1Cc1ccc(F)cc1` gave SNCA expr inh 0% and SNCA viab count 5%.
Cc1noc(C)c1-c1ccc2ncnc(NCCN3CCOCC3)c2c1 was read as SNCA expr inh -5% and SNCA viab count 4%.
CCNc1ncc2nc(CCc3ccccc3)c(=O)n(CCC#N)c2n1 was read as SNCA expr inh 132%[activator] and SNCA viab count 1%.
Screening CN(C)C(=O)c1ccc(-c2nccc(N(C)Cc3ccco3)n2)cc1 returned SNCA expr inh 8% and SNCA viab count -1%.
For COCCn1c(=O)c(-c2ccccc2)nc2cncnc21 the results were SNCA expr inh 6% and SNCA viab count -5%.
Screening O=C(c1cccc(F)c1)N1CCC2(CCCN(Cc3ccccc3)C2)CC1 returned SNCA expr inh -6% and SNCA viab count 2%.
Screening O=c1c(-c2ccc(Cl)cc2)nc2cnc(N3CCNCC3)nc2n1-c1ccccc1 returned SNCA expr inh inconclusive and SNCA viab count 12%.
O=c1c(-c2cccs2)nc2cnc(N3CCNCC3)nc2n1-c1ccccc1 was read as SNCA expr inh -22% and SNCA viab count inconclusive.
CN1CCN(c2ncc3nc(CCc4ccccc4)c(=O)n(C4CC4)c3n2)CC1 was read as SNCA expr inh -14% and SNCA viab count 9%.
O=c1c(-c2cccc(F)c2)nc2cncnc2n1Cc1ccc(F)cc1 was read as SNCA expr inh -8% and SNCA viab count -8%.
Screening c1ccc2c(N3CCOCC3)nc(-c3ccoc3)nc2c1 returned SNCA expr inh -4% and SNCA viab count -3%.
CS(=O)(=O)N1CCC2(CC1)CN(Cc1nccs1)C2 was read as SNCA expr inh 14% and SNCA viab count 2%.
COc1ccc(-n2c(=O)c(-c3cccs3)nc3cnc(Nc4cccc(OC)c4)nc32)cc1 was read as SNCA expr inh 18% and SNCA viab count 3%.
For Cc1cnc(CNc2ncncc2-c2c(C)noc2C)cn1 the results were SNCA expr inh -1% and SNCA viab count -3%.
For O=C(Oc1ccccc1)N1CCC[C@@]2(CCN(c3ccccn3)C2)C1 the results were SNCA expr inh -13% and SNCA viab count -11%.
O=C(c1cnccn1)N1CCC2(CCCN(Cc3nccs3)C2)CC1 was read as SNCA expr inh 16% and SNCA viab count -1%.
Screening Cn1cccc1C(=O)N1CCC2(CCCN(C(=O)Nc3ccccc3)C2)CC1 returned SNCA expr inh 6% and SNCA viab count -6%.
CN(C)c1ccc(-c2cncnc2NCc2ccccc2)cc1 was read as SNCA expr inh -2% and SNCA viab count 0%.
`COc1ccc(-n2c(=O)c(-c3cccs3)nc3cnc(N4CCNCC4)nc32)cc1` gave SNCA expr inh -22% and SNCA viab count inconclusive.
N#Cc1cccc(-c2nccc(NCc3ccccc3)n2)c1 was read as SNCA expr inh 127%[activator] and SNCA viab count -11%.
Cc1noc(C)c1-c1nccc(NC2CC2)n1 was read as SNCA expr inh -4% and SNCA viab count -13%.
Screening O=C(Oc1ccccc1)N1CCC2(CC1)CN(c1ccccn1)C2 returned SNCA expr inh 8% and SNCA viab count -6%.
COc1ccc2[nH]cc(CCNc3nc(-c4cccnc4)nc4ccccc34)c2c1 was read as SNCA expr inh 37%[activator] and SNCA viab count -13%.
Screening O=S(=O)(c1ccccc1)N1CCC2(CC1)CN(c1ccccn1)C2 returned SNCA expr inh -12% and SNCA viab count 6%.
For Cn1cccc1C(=O)N1CCC2(CCCN(Cc3nccs3)C2)CC1 the results were SNCA expr inh 6% and SNCA viab count 3%.
